Gli-Sufu antag = Gli-Sufu pathway antagonism | hit rate 0.74% among 340,000 | inhibition, % at 5 µM | AID 588413 | Sufu-KO-LIGHT fibroblasts, Gli luciferase reporter luminescence;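 active = inhibition above about 55%, limit read from the data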;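 note: 0% = DMSO-treated cells and 100% = wells with medium but no cells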
A3G deaminase = APOBEC3G (human) deaminase inhibition; inhibition, % at 20 µM; AID 493012; Q9HC16; recombinant A3G, ssDNA deamination FAM/TAMRA fluorescence; hit rate 0.28% among 330,000;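 active = inhibition of at least 40% at 20 µM, with no more than 30% in the related APOBEC3A deaminase screen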;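 note: plate controls were DMSO wells with A3G for no effect and wells lacking A3G enzyme for full effect; some compounds called inactive have numbers as strong as hits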
MPTP inh = permeability transition pore inhibition; isolated mouse mitochondria, Ca2+ swelling absorbance, 30 min; inhibition, % at 10 µM; hit rate 1.4% among 360,000; AID 602449;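 active = inhibition of 50% or more, scaled per plate between neutral and stimulator controls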;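 note: 0% = DMSO wells given calcium and 100% = 1 mM EGTA wells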
NR3A LBD binder = modulates the human NR3A ligand-binding domain; NR3A LBD differential scanning fluorimetry, Tm shift; 0% = protein alone, 100% = glycine-bound protein; Tm shift relative to glycine control, % at 25 µM; hit rate 2.5% among 340,000;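 active = melting temperature shift of at least 10% of the positive control shift, at one fixed dose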
CCR6 antag = blocks CCL20-driven beta-arrestin recruitment at human CCR6; P51684; CHO-K1 CCR6 PathHunter beta-arrestin, luminescence, CCL20-stimulated; inhibition, % at 20 µM; hit rate 0.49% among 340,000; AID 493098;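 active = compounds whose inhibition of the agonist-driven luminescence signal at 20 µM reaches about 50%, limit read from the data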;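 note: cells stimulated with CCL20 at 14 nM final; plate controls were DMSO with CCL20 for no effect and DMSO without agonist for full effect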
CXCR6 inh = blocks human CXCR6 beta-arrestin recruitment; inhibition, % at 20 µM; O00574; hit rate 0.36% among 360,000; CHO-K1 PathHunter CXCR6 beta-arrestin, luminescence; in the data active = inhibition above about 34%, passing the limit was not always enough;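 note: antagonist mode with CXCL16 agonist at 10 nM final; 0% = 10 nM CXCL16 with DMSO and 100% = unstimulated wells without agonist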
Target sequence (O00574 whole entry, looked up): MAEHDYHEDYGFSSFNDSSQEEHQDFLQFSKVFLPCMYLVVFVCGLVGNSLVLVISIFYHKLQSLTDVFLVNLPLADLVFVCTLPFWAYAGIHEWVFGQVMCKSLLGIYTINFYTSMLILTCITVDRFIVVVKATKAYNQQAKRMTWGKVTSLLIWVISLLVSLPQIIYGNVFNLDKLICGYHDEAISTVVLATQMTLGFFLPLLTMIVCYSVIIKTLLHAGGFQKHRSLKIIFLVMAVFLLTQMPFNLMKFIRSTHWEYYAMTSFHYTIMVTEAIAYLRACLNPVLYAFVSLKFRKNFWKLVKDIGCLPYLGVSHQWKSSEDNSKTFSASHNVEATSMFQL
APOBEC3A inh = human APOBEC3A DNA deaminase inhibition | inhibition, % at 20 µM | P31941 | recombinant A3A, FAM/TAMRA ssDNA deamination fluorescence | hit rate 0.41% among 330,000;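 active = at least 40% inhibition at 20 µM here, with at most 30% in a related deaminase screen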;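 note: plate controls were A3A with DMSO for no effect and wells lacking A3A enzyme for full effect; some results filed as inactive read as strong as hits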
Target sequence (P31941 whole entry, looked up): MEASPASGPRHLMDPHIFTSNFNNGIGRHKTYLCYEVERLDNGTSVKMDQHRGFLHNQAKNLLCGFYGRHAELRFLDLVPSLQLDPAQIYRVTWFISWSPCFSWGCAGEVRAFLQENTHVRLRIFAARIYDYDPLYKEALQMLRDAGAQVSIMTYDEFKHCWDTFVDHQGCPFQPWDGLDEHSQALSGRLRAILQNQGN
EBI2 block = blocks human EBI2 receptor beta-arrestin signaling; EBI2 beta-arrestin recruitment, luminescence, 7a,25-OHC stimulated; inhibition, % at 5 µM; hit rate 0.81% among 360,000; AID 651636; in the data active = inhibition above about 38%;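 note: enzyme fragment complementation signal reports receptor beta-arrestin coupling in cells; 0% = agonist plus DMSO wells and 100% = wells without agonist; some results beyond the cut were filed as inactive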
Target sequence (P32249 whole entry, looked up, the tested form may be a part): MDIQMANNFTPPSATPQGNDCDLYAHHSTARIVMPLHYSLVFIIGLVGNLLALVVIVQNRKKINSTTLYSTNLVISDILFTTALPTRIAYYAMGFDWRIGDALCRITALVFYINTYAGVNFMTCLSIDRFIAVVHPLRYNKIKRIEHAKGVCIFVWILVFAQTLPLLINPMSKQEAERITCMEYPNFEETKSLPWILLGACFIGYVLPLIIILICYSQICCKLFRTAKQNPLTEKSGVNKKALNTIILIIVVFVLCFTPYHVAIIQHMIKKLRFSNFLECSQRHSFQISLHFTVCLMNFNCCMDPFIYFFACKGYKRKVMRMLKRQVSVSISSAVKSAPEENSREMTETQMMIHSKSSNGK
An asterisk follows results filed as active; x = not tested or not shown.

SMILES	Gli-Sufu antag	A3G deaminase	MPTP inh	NR3A LBD binder	CCR6 antag	CXCR6 inh	APOBEC3A inh	EBI2 block
CC(C)Oc1cccc(C(=O)C2CCCN(Cc3cnc(N4CCOCC4)s3)C2)c1 (stereo not given)	19	-2	-1.1	0	11	9	7	-2
N#CCC(=O)Nc1ccc(C(=O)OCC(=O)c2ccc3c(c2)OCCO3)cc1	-15	-3	-0.7	-3	13	0	-3	-3
CC(C)CN(C(=O)COC(=O)c1ccc([N+](=O)[O-])s1)c1c(N)n(Cc2ccccc2)c(=O)[nH]c1=O	4	-8	0.1	-1	5	-11	-1	-15
CN(Cc1ccccc1)C(=O)c1ccc2c(c1)S(=O)(=O)N=C1CCCCCN12	5	-5	-1.7	-4	1	2	0	-13
O=C(Nc1ccc(Cl)cn1)Nc1cccs1	-8	27	7.6	-15	5	2	10	-19
CCCCN(C)CCNC(=O)C(NC(=O)C1CCC(C)CC1)C(C)C (stereo not given)	-2	-6	1.6	-1	10	-5	9	-4
CCc1ccc(NC(=O)CS(=O)CC(=O)Nc2ccc(F)cc2F)cc1 (stereo not given)	-2	-5	14	-2	6	-1	1	-2
Cc1c(C#N)c(=O)c(-[n+]2ccccc2)c([S-])n1-c1ccc(Cl)cc1	0	-1	1.5	-1	8	-9	4	-13
CC(C)(C)OC(=O)CNC(=O)c1[nH]cnc1C(=O)NC1CCN(C(=O)OC(C)(C)C)CC1	3	-11	x	-1	-3	x	-3	x
O/N=C/c1ccn(-c2ccc(Br)cc2)c1	-37	3	-0.5	-1	-17	-8	0	-3
COCCC(=O)N1CCC(C(=O)Nc2ccc(Oc3ccccc3)nc2)CC1	-18	-7	-0.7	1	4	5	-3	1
NCCCCCc1nnc(SCc2ccccc2Cl)o1	21	-2	-2.9	-3	-5	-5	3	5
CC(C)NC(=S)NN=C1c2ccccc2-c2ccccc21	2	-17	0.4	-5	24	9	0	6
CCn1c(COc2ccc(=O)n(-c3ccccc3)n2)nnc1SCC(=O)OC	12	-16	0.6	0	10	-1	-1	-2
Cc1ccccc1OCC(=O)Nc1nnc(C2CCCC2)s1	-4	-2	-1.2	2	-9	-1	2	-2
O=C(COc1ccc(Br)cc1)Nc1ccccc1N1CCCC1	-2	-7	5.0	-2	14	2	-2	17
c1ccc2c(c1)NC1(CCCCCC1)n1c-2nc2ccccc21	-63	-6	1.2	-11	-14	1	-3	-11
COC(=O)C1=C(N)Oc2cc(C)n(Cc3ccccc3)c(=O)c2C1c1ccccc1 (stereo not given)	1	0	0.7	1	21	11	1	14
O=c1[nH]c(/C(Cl)=C/c2cc(Cl)ccc2O)nc2cc(Cl)ccc12	20	-3	26	39*	6	-16	-1	12
CC(C)(Oc1ccc(Cl)cc1)C(=O)N1CCN(c2ccccn2)CC1	-1	-3	-2.6	-1	0	8	1	-9

Some of the entries so far, bar-delimited.
canonical_smiles | Gli-Sufu antag | A3G deaminase | MPTP inh | NR3A LBD binder | CCR6 antag | CXCR6 inh | APOBEC3A inh | EBI2 block
CC(C)NC(=S)NN=C1c2ccccc2-c2ccccc21 | 2 | -17 | 0.4 | -5 | 24 | 9 | 0 | 6
CCc1ccc(NC(=O)CS(=O)CC(=O)Nc2ccc(F)cc2F)cc1 (stereo not given) | -2 | -5 | 14 | -2 | 6 | -1 | 1 | -2
CC(C)Oc1cccc(C(=O)C2CCCN(Cc3cnc(N4CCOCC4)s3)C2)c1 (stereo not given) | 19 | -2 | -1.1 | 0 | 11 | 9 | 7 | -2

Following part
SMILES	Gli-Sufu antag	A3G deaminase	MPTP inh	NR3A LBD binder	CCR6 antag	CXCR6 inh	APOBEC3A inh	EBI2 block
CC1(C)C(=O)Nc2ccccc2N1C(=O)COC(=O)Cc1ccccc1F	-1	-1	0.1	-1	7	-6	1	4
Cc1c(C(=O)N2CCCC2)c(S(=O)(=O)NCCc2ccccc2)c(C)n1C	3	4	-2.4	-1	21	1	4	6
Cc1cc(NC(=S)N(Cc2ccc(Br)cc2)Cc2ccc(C(=O)O)cc2)ccc1Cl	11	-7	2.1	2	11	14	-2	4
O=C(NCCCN1CCCCC1)C1CCN(c2ncnc3c2nc2n3CCCCC2)CC1	4	-2	-2.2	-4	-1	-2	-5	-5
Nc1nc2ccccc2[nH]1	6	0	-0.4	1	8	-1	1	1
COc1ccc(OC)c(C2C=C(C34CC5CC(CC(C5)C3)C4)NC(=S)N2)c1 (stereo not given)	1	0	1.2	-2	37	16	-1	8
CCCCOC(=O)C1=C(C)NC(=O)NC1c1cccc([N+](=O)[O-])c1 (stereo not given)	46	-2	0.0	1	19	-3	-1	-5
Cc1ccc(NC(=O)c2cc(C)nc3ccccc23)c(Br)c1	-3	-1	-0.5	-1	-10	8	3	4
CC(C)c1nnc(NC(=O)COc2ccccc2[N+](=O)[O-])s1	-5	-9	1.9	1	7	0	-3	6
Cc1cccc(NC(=S)NNC(=O)c2ccco2)c1	-5	2	-2.1	3	7	19	2	-1
Cc1ccc(CN(C)CC(=O)Nc2ccc3c(c2)CCC3)cc1	17	-8	-0.8	3	16	-2	7	17
S=C(NCc1ccc2c(c1)OCO2)Nc1ccc2nsnc2c1	-45	-1	1.0	-4	2	-6	-6	-3
O=C(NCCc1cccc(Cl)c1)c1cc2ccccc2oc1=O	3	-7	1.0	0	-2	-16	-7	6
CCOC(=O)c1ccccc1OC(=O)NNc1ccccc1	1	x	-0.7	-1	30	4	x	9
COc1ccc(CCNC(=O)CCc2cc(OC)c(OC)c(OC)c2)cc1OC	1	-9	-0.1	1	-2	-2	-5	-4
COc1ccc(C2=NN(C(=O)c3ccccc3)C(c3ccccc3)C2)c(O)c1 (stereo not given)	5	-5	0.4	-3	26	16	-3	15
COC(=O)c1cc(O)c(O)c(O)c1	0	25	-0.2	3	2	-8	-1	-8
Cc1ccc(C(=O)OC2CCOC2=O)cc1NC(=O)c1ccco1 (stereo not given)	-15	-5	0.8	0	12	-2	-2	-10
OCC(Cc1ccccc1)NCc1ccccc1C(F)(F)F (stereo not given)	10	-7	0.3	1	-10	-4	-1	-10
N#CC1=C(N)Oc2n[nH]c(-c3cccs3)c2C1c1ccsc1 (stereo not given)	-2	-5	2.1	-3	13	5	0	0

Three compounds out of the list above, sorted by the number in NR3A LBD binder, low to high:
mol	A3G deaminase	MPTP inh	NR3A LBD binder	CCR6 antag	CXCR6 inh	APOBEC3A inh	EBI2 block
CC1(C)C(=O)Nc2ccccc2N1C(=O)COC(=O)Cc1ccccc1F	-1	0.1	-1	7	-6	1	4
O=C(NCCc1cccc(Cl)c1)c1cc2ccccc2oc1=O	-7	1.0	0	-2	-16	-7	6
Cc1ccc(CN(C)CC(=O)Nc2ccc3c(c2)CCC3)cc1	-8	-0.8	3	16	-2	7	17

Further results follow.
SMILES	Gli-Sufu antag	A3G deaminase	MPTP inh	NR3A LBD binder	CCR6 antag	CXCR6 inh	APOBEC3A inh	EBI2 block
CCOc1ccccc1N(C(=O)c1snc(C(N)=O)c1N)C(CC)C(=O)NC1CCCC1 (stereo not given)	-9	0	1.6	-4	10	-2	2	1
CC(=O)N(Cc1ccc(F)cc1)Cc1nc2ccccc2c(=O)[nH]1	-2	-3	-0.8	-3	13	-2	0	-11
CCOc1ccc(/C=C2\NC(=S)NC2=O)cc1	14	-2	5.5	0	26	17	3	-9
CCCN(C#N)c1nc(NCC)nc(NC(C)C)n1	0	5	-1.2	-1	3	6	3	-8
CCOC(=O)N1CCN(C(=O)c2n[nH]c(=O)c3ccccc23)CC1	-6	2	-3.9	-2	5	-8	3	6
O=S(=O)(Nc1cccnc1)c1ccccc1	-5	-1	0.1	0	4	-5	1	-12
O=C(/C=C/c1ccc(Cl)c(Cl)c1)NCCCn1ccnc1	11	-7	0.7	-1	-6	-5	-3	1
NS(=O)(=O)c1cccc(NC(=O)c2cccc(N3C(=O)c4ccccc4C3=O)c2)c1	-6	-5	-1.6	0	0	3	-4	-2
CC(=O)c1ccc(NC(=O)CSc2ccsc2[N+](=O)[O-])cc1	-8	x	3.9	12*	39	7	x	-5
COc1ccc(Cl)cc1S(=O)(=O)N(C)CC(=O)N1CCOCC1	2	3	-1.0	0	11	2	1	0
CCOC(=O)COc1ccccc1/C=N\NC(=O)c1cc2c(ccc3ccccc32)o1	-7	-2	-1.2	0	28	8	-1	37
CC(=O)Oc1ccc(/C=C(\NC(=O)c2ccco2)C(=O)NCc2ccco2)cc1	-37	-5	-0.2	1	12	-26	-1	-4
COC(=O)c1c(NC(=O)c2ccccc2OC)sc(C(=O)N2CCOCC2)c1C	3	-6	-0.5	-2	15	8	-1	3
COc1ccc(-c2nnn(-c3cc(Cl)cc(Cl)c3)c2N)cc1	-4	-4	3.0	-1	5	1	0	1
CSc1nc(C)cc(C)c1C(N)=O	-3	-2	-0.3	-1	-17	3	-1	3
O=C(O)CC/C(=C\c1cc2c(cc1Br)OCO2)c1nc2ccccc2s1	-7	-1	0.4	-1	-2	0	-1	-4
Cc1cc2[nH]c3c(c[n+](C)c4ccccc34)c2cc1C	6	90	-2.9	-1	17	-1	110	-10
CC(C)(C)C(=O)Nc1ccc2oc(-c3cc(F)c(F)cc3Cl)nc2c1	11	-4	-0.6	-2	4	-2	-1	4
Cc1cc(C)[n+](-c2ccc(F)cc2)c2[nH]c(=O)[nH]c(=O)c12	3	-6	2.5	-2	-5	-4	-1	3
CC(Sc1ccccc1)C(=O)NN=C1CCN(C)CC1 (stereo not given)	3	-1	-1.1	-1	-8	2	1	-8
COc1ccc2oc(C)c(C(=O)NN)c2c1	0	-5	-0.9	0	1	0	-3	-10
N#Cc1c(/N=C/c2ccccc2)oc(-c2ccccc2)c1-c1ccccc1	1	-4	1.2	-39	14	-8	-1	-12
COCCCn1c(=S)[nH]c2sc3c(c2c1=O)CCCC3	22	2	1.6	0	-11	6	-2	8
N#Cc1c(-c2ccc(Cl)cc2)nc2n(c1=O)CCCS2	-11	-7	4.0	-1	2	-1	-2	-1
CC(C)Oc1ccc(CNC(=O)c2ccc3c(c2)N(C)CCS3)cc1	-24	-5	-0.4	-2	11	-2	-2	10
O=C(Nc1nnc(C2CC2)s1)c1cncc(Br)c1	-38	-5	-0.5	-1	10	-2	-2	3
Cc1ccc(NC(=O)c2ccc(S(=O)(=O)NCc3cccnc3)cc2)cc1C	23	-12	-1.9	-1	5	9	-3	4
NS(=O)(=O)c1ccc(NC(=O)c2ccc(S(=O)(=O)N3CCOCC3)o2)cc1	-2	-5	1.8	1	6	14	-3	-11
Cc1ccc(C(C(=O)NC2CCCC2)N2CCCC(C)C2)cc1 (stereo not given)	3	-8	0.7	-1	15	9	-3	7
O=C(Oc1c(-c2ccccc2)oc2ccccc2c1=O)c1ccccc1	-17	-6	-0.5	-1	15	6	-1	-5
Cc1ccc(S(=O)(=O)N(C)c2c(C)ccc(S(=O)(=O)NC(C)(C)C)c2C)cc1	2	-1	0.1	2	13	-8	2	1
Cc1ccc(/C([O-])=C(/C(=S)NCc2ccccc2)[n+]2ccccc2)cc1[N+](=O)[O-]	0	-7	0.7	1	-1	-1	-1	4
CCOC(=O)C1=C(COC(=O)c2ccco2)NC(=O)NC1CC (stereo not given)	11	-10	-1.2	0	9	-2	-5	-4
O=C(CN(c1ccccn1)S(=O)(=O)c1ccc(F)cc1)Nc1ccccc1	-6	-6	2.9	1	18	-8	-2	-3
CCCN1CCN(c2nc(-c3cccs3)nc3ccccc23)CC1	22	-2	-2.7	-1	14	4	1	-22
CNC(=O)C1=NCCCc2cc(OC)c(OC)cc21	7	-5	0.6	0	9	5	3	4
COc1cccc(N(C(=O)c2cccs2)c2nc3ccccc3s2)c1	-95	0	2.4	1	23	16	3	32
CCOc1ccc(S(=O)(=O)NCCCN2CCCC2=O)cc1	1	-7	1.2	-2	5	1	0	-9
Cc1[nH]c2ccccc2c1C(=O)CN1C(=O)C(=O)N(CCC2=CCCCC2)C1=O	-1	0	1.2	10	4	-5	30	-3
O=C(CCCN1C(=O)c2ccccc2C1=O)Oc1ccc(F)cc1	-2	0	0.0	0	7	4	2	1
O=C(COC(=O)C1CCCN1C(=O)C12CC3CC(CC(C3)C1)C2)c1ccc(Br)cc1 (stereo not given)	-9	-3	16	-2	4	-2	1	10
COc1ccc(N2C(=O)C3CCCN3C2c2cccc(OC)c2)cc1 (stereo not given)	-6	-2	-1.2	-1	-1	-3	-2	-3

Assay outcomes from PubChem BioAssay.
